# EPAC2 agonist: agonists of human EPAC2 (RAPGEF4). Q8WZA2. EPAC2 activation, biochemical qHTS; response scale: 100% = 6.5 mM cAMP response. Potency, µM (series often up to 154 µM), without a hit: top-dose activation, usual class: activators. 360,000 tested, 0.079% active. AID 720711; note: potency is the fitted concentration of half-maximal effect; nearly all actives have a fitted effect of over 50% in size
# Target sequence (Q8WZA2 whole entry, looked up): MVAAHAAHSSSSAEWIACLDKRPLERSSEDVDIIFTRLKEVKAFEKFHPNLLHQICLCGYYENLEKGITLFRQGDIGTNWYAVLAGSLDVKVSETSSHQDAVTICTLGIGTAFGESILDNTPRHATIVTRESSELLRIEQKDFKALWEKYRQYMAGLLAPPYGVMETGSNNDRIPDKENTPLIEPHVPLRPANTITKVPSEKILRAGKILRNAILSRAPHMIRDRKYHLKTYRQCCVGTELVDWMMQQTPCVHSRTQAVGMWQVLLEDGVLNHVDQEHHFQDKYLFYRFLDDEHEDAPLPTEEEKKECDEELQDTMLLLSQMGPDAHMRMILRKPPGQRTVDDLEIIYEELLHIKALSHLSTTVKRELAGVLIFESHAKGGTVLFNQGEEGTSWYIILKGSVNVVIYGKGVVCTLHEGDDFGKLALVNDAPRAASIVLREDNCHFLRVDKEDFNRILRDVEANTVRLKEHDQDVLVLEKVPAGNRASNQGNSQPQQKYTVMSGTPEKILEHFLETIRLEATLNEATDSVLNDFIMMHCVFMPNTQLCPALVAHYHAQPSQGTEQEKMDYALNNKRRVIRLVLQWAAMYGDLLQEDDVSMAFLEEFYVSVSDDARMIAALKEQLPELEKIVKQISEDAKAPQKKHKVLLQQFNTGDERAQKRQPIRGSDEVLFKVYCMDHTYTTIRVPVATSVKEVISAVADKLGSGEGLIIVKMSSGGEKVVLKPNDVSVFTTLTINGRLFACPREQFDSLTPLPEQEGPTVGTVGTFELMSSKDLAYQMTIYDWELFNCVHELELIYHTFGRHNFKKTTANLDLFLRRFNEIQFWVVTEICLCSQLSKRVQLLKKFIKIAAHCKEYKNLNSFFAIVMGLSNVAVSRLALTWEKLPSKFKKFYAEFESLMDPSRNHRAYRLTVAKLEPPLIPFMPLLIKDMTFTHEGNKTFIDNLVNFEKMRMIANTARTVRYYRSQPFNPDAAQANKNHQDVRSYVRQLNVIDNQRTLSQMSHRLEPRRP
#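 Nucleotide exchange monitored as fluorescence drop when BODIPY-GDP leaves Rap1B. Reaction: 100 nM EPAC2, 250 nM RAP1B-BODIPY-GDP, 50 uM GDP, room temperature, kinetic read over 30 min. Activity expressed relative to 6.5 mM cAMP.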
# IL2 activator: IL-2 activation; activation, % (series mostly up to about 46 µM); AID 652025; IL-2 activation reporter assay, cell-based qHTS; stimulated with anti-CD3/CD4/CD28 beads; in transgenic mouse T cells; 360,000 tested, 0.065% active; in the data active = activation above about 50%; inconclusive = mostly about 30% to 49%; note: 0% is about no effect
#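 Screening format: compound pinned onto unstimulated transgenic mouse T cells, 60 min incubation, then anti-CD3/anti-CD4/anti-CD28 bead stimulation for 18 hours at 37 degrees C, followed by EGFP and DsRed detection.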
# PI5P4K alpha inh: inhibitors of human PI5P4K alpha. 330,000 tested, 1.2% active. max response, %. AID 652105. PI5P4Kalpha enzyme, ADP-Glo luminescence, 60 min; hits give low values; active = max response of -50% or lower; inconclusive = between -30% and -50%; inactive = -30% or higher; note: value at the top dose of about 77 µM; % is set by controls: 0 for no effect and ±100 for the full control effect
#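 qHTS, 1536-well: enzyme/substrate mix, compound by pin tool, 5 microM ATP final; RT 60 min; ADP-Glo reagents 1 (45 min) then 2 (30 min); luminescence.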
# CCT modulator: cytosolic chaperonin activity modulation; 360,000 tested, 0.3% active; purified chaperonin ATPase assay, HTRF ADP detection, 30 min; activity change, % (concentration not given with the values), hits read low; in the data active = activity change below about -30%; note: % is set by controls: 0 for no effect and ±100 for the full control effect
#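 TRiC (40 or 20 nM final, by batch activity) in 30 mM Tris pH 7.4, 100 mM KCl, 5 mM MgCl2, 1 mM DTT was treated with compound at 76 uM single dose, then 10 uM ATP, 30 min at 37 °C. ADP was read by HTRF Transcreener.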
# PLK1 PBD inh: inhibitors of human PLK1 polo-box domain binding. P53350. Plk1 PBD binding of FITC phosphopeptide, fluorescence polarization. Potency, µM, for the others: max response, negative = inhibition, most hits filed as inhibitors. 360,000 tested, 2.8% active; note: potency is the fitted concentration of half-maximal effect; series mostly up to about 57 µM; % is set by controls: 0 for no effect and ±100 for the full control effect; nearly all actives have a fitted effect of over 65% in size
# EPAC1 antagonist: antagonists of human EPAC1. O95398. EPAC1 GEF assay, Rap1b-BODIPY-GDP exchange fluorescence. Potency, µM (titrated, usually from 115 µM), inactives show top-dose activity change, negative = inhibition, actives largely listed as inhibitors. 360,000 tested, 0.14% active;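 note: potency is the fitted concentration of half-maximal effect; plate controls were vehicle for no effect and positive control for full effect; nearly all actives have a fitted effect of over 50% in size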
# EPAC1 agonist: EPAC1 (human) agonism; AID 720707; Potency, µM (top dose mostly 154 µM), for the others: at the top dose activation, most hits filed as activators; EPAC1 agonist qHTS, biochemical assay; response scale: 100% = response to 6.5 mM cAMP; 360,000 tested, 0.073% active; O95398; note: potency is the fitted concentration of half-maximal effect; nearly all actives have a fitted effect of over 60% in size
#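 EPAC1 100 nM, Rap1B–BODIPY-GDP 250 nM, unlabeled GDP 50 uM; compound titration; 5 min RT; kinetic read ex480/em540 at 5-min intervals ×30 min; data normalized to 6.5 mM cAMP agonist control.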
# WRN inhibitor: blocks human WRN helicase. AID 651768. WRN helicase unwinding, fluorescent forked duplex, kinetic. Q14191. 360,000 tested, 0.46% active. Potency, µM (highest dose often 114 µM), without a hit: at the top dose activity change, negative = inhibition, most hits filed as inhibitors; note: potency is the fitted concentration of half-maximal effect; % is set by controls: 0 for no effect and ±100 for the full control effect; nearly all actives have a fitted effect of over 55% in size
#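 Primary qHTS, 1536-well format. 20 nM WRN + compound, 15 min RT; start with 100 nM forked fluorophore/quencher duplex, 2 mM ATP (final); kinetic read ex 525/em 598 nm.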
# * hit, by the source's call; ? = inconclusive; · = not tested or not shown; & = joins results of further samples; [ ] = remark or other dose. Unless noted, calls come from the whole dose curve; as a rule, active = well fitted curve in the direction sought with a large enough effect; inconclusive = small, poorly fitted or top-dose-only effect, or another doubt; inactive = no such curve, though single readings can be large; an effect the other way counts as inactive or inconclusive. This is a subset; the hit share may differ from the screen's.
SMILES,EPAC2 agonist,IL2 activator,PI5P4K alpha inh,CCT modulator,PLK1 PBD inh,EPAC1 antagonist,EPAC1 agonist,WRN inhibitor
O=C(CN1CCN(c2ncc(C(F)(F)F)cc2Cl)CC1)N1CCN(c2ncc(C(F)(F)F)cc2Cl)CC1,-3%,-4.0,12,-4.2,-7%,-3%,-3%,1%
CC(C)CC(=O)Nc1nnc(SCC(=O)NCc2ccc3c(c2)OCO3)s1,-9%,0.4,1,2.6,2%,-5%,3%,-5%
CC(C)Cc1ccc(/C(=N/O)C(=O)O)s1,20%,-0.9,2,-3.4,-9%,?,9%,-4%
O=C(CN1CCN(S(=O)(=O)c2ccc(F)c(Cl)c2)CC1)N1CCOCC1,-1%,0.7,4,0.6,3%,15%,3%,8%
Cc1cc(C)n(/N=C/c2cc(Cl)cc(Cl)c2O)c(=O)c1,3%,-2.3,-6,-1.1,-11%,-14%,8%,-13%
CC1=CCC2C(=O)N(c3cccc(C(=O)N(C)C4CCCCC4)c3)C(=O)C2C1 (centres undefined),0%,-1.7,·,-0.1,-1%,11%,0%,4%
CCCCn1c(N)c(N(CC)C(=O)CCc2ccccc2)c(=O)[nH]c1=O,0%,-4.5,-3,0.0,-24%,?,11%,10%
O=C(CSc1nnnn1-c1ccccc1)Nc1nsc(-c2ccccc2)n1,1%,-2.1,·,-1.5,4%&-8%,-12%,8%,8%
COc1ccc(S(=O)(=O)N(CC(=O)NC2CC2)Cc2ccccc2)cc1,-3%,0.4,-2,2.2,1%,3%,2%,9%
Cc1ccc(C(=O)CCC(=O)NC2CCCC(C)C2C)cc1 (centres undefined),6%,-2.3,0,1.3,2%,1%,-4%,-1%
CCOC(=O)C1=CCC(c2ccc(C#N)cc2)N(S(=O)(=O)c2ccc(C)cc2)C1 (centres undefined),14%,0.0,0,-0.6,-2%,-25%,4%,-7%
COc1ccc(NS(=O)(=O)c2ccc(N/N=C(\C)c3ccncc3)c([N+](=O)[O-])c2)cc1,6%,1.4,-2,-0.8,-4%,-27%,3%,-10%
COc1cc(CNCC(C)C)c(Br)cc1OCC(=O)NCc1ccccc1,2%,-1.9,·,-3.7,-4%,-8%,8%,11%
Cc1cc(C)c2c(=O)n3c(nc2c1)C(CC(C)C)NC(=O)c1cc2ccccc2cc1-3 (centres undefined),-15%,-3.9,-10,-16,1%,-15%,-14%,3%
Cc1noc2ncnc(Oc3ccc(Cl)cc3Cl)c12,1%,-3.8,-7,-0.1,?,8%,12%,-8%
CCc1ccc(NC(=O)CSc2nnc(-c3cccs3)n2CC)cc1,6%,-0.4,-4,-6.0,-6%,-23%,2%,-11%
CCn1c(Oc2ccccc2F)nc2c1c(=O)n(C)c(=O)n2C,8%,0.4,1,-1.1,-11%,-3%,2%,2%
COc1ccc(-n2nc(C(=O)NCC(=O)NCc3ccccc3OC)c3ccccc3c2=O)c(OC)c1,-4%,0.7,-2,-1.8,-4%,3%,6%,-1%
O=c1cc(CSc2ccc(Cl)cc2)nc(-c2ccccn2)[nH]1,3%,-2.4,8,-2.4,3%,-15%,-2%,5%
CC(=O)OCCC(NS(=O)(=O)OCC(Cl)(Cl)Cl)c1ccccc1 (centres undefined),-1%,-2.9,-2,-0.8,-16%,5%,-3%,-25%
Cc1ccc(OCc2nnc(SC(C)C(=O)O)n2-c2ccccc2)cc1 (centres undefined),7%,-1.1,-28,-1.1,-2%,-6%,4%,4%[57.1 µM]
CC(=O)c1ccc(N(CC(=O)NC2CCCC2)C(=O)c2csnn2)cc1,6%,1.1,-1,-1.6,-11%,4%,7%,-4%
CCc1nnc(SCc2cccc(F)c2)nc1CC,8%,0.0,2,-5.5,1%,-2%,-10%,-1%
Nc1nc(-c2cccnc2)nn1C(=O)c1ccc(F)cc1,6%,1.3,1,2.0,-12%,-1%,-6%,-3%
O=C(CC(CC(=O)c1ccccc1)c1ccncc1)c1ccccc1,8%,-0.5,-3,0.2,-1%,-7%,6%,4%
Cc1c(Nc2ccc(C=O)cc2)c(=O)n(-c2ccccc2)n1C,10%,2.3,3,1.4,-9%,-27%,-7%,-12%
O=C(NCCc1ccccc1Cl)c1ccc2nc3ccccc3c(=O)n2c1,13%,-3.0,0,4.1,-11%,-8%,2%,-14%
COc1cccc(CN2CCC(C(=O)N3CCN(Cc4ccc5c(c4)OCO5)CC3)CC2)c1,13%,-3.1,2,0.4,-6%,-6%,0%,?
O=C(c1ccccc1F)N1CCC2CC1c1cc(N3CCCCC3)ccc12 (centres undefined),20%,-4.0,-11,0.2,-4%,-18%,-16%,-1%
CC(=O)c1ccc(OC(=O)c2ccc(Br)o2)cc1,1%,1.3,3,-1.3,-10%,-8%,-2%,-6%
Cc1nc([N+](=O)[O-])c(Sc2nc3ccccc3n2C)n1Cc1ccccc1,-1%,-6.6,0,-0.1,?,-2%,-5%,-12%
COc1ccc2nc3oc(C(=O)N4CCCCC4)cc3cc2c1,9%,-3.2,0,-3.3,-29%,-2%,8%,-11%
C/C(=N\N=C\c1ccccc1)c1nnn(-c2nonc2N)c1C,11%,2.4,·,-0.4,0%,-1%,5%,5%
O=C(CSc1nccn(-c2ccc(Br)cc2)c1=O)NCc1ccccc1,1%,0.5,3,-3.9,-14%,-3%,2%,-4%
COc1ccc(S(=O)(=O)N2CC=C(C(=O)Nc3ccc(NC(C)=O)cc3)CC2)cc1,-3%,1.0,-4,2.3,-15%,18%,7%,3%
O=C(CN1C(=O)NC2NC(=O)NC21)NC1CCCCC1 (centres undefined),1%,-0.8,-2,-0.3,?,7%,-6%,-2%
C=CCN1CCN(C(=O)c2cc3c(s2)CCCC3)CC1,13%,-4.2,-5,-1.6,-16%,-6%,-7%,7%
CCOc1ncccc1C(=O)OCC(=O)Nc1ccc(Cl)cn1,-3%,0.4,7,-0.4,2%,0%,-4%,-1%
Nc1ncnc2c1ncn2C1OC(CO)C(O)C1O (centres undefined),2%,-4.7,-3,0.1,-4%,0%,3%,-3%
CC1CCCCC12NC(=O)N(CC(=O)N1CCN(S(=O)(=O)/C=C/c3ccccc3)CC1)C2=O (centres undefined),9%,-0.4,0,-0.8,-4%,-9%,17%,-5%
COc1ccccc1N1CCN(CCCNc2c(C)c(=O)n(C)c(=O)n2C)CC1,2%,-0.4,5,0.6,0%,4%,-18%,9%
OC[C@@H]1CN(Cc2ccc3c(c2)OCO3)C[C@H](n2cnc3c(NCc4ccc(F)cc4)ncnc32)O1,-4%,0.0,-1,1.2,0%,13%,-2%,5%
c1ccc2c(-c3cc(NCc4ccncc4)n4nccc4n3)cccc2c1,9%,-0.2,-8,-1.0,-5%,-6%,-3%,-7%
Cc1nnc(NC(=O)CSc2ccccc2N)s1,1%,-1.4,-2,0.7,-22%,-6%,5%,-12%
C/C(CC(=O)Nc1ccc(N(C)C)cc1)=N\NC(=O)c1cnccn1,6%,0.0,0,-1.5,-23%,-20%,-6%,-4%
CC(=O)N1CCc2c(sc(NC(=O)Cc3ccc(F)cc3)c2C(N)=O)C1,15%,-0.4,2,-1.1,-14%,-29%,-1%,0%
O=C(OCCN1C(=O)c2cccc3c(N4CCOCC4)ccc(c23)C1=O)c1ccc(Cl)cc1Cl,4%,9.4,13,2.0,19µM*,76%[activator],?,-1%
O=C(CC1CCCC1)NCCS(=O)(=O)N1CCN(c2ccccc2F)CC1,-6%,2.8,-5,-4.0,-8%,3%,-9%,-3%

# Gathered by group, those above with two or more sulfur atoms
SMILES,EPAC2 agonist,IL2 activator,PI5P4K alpha inh,CCT modulator,PLK1 PBD inh,EPAC1 antagonist,EPAC1 agonist,WRN inhibitor
CC(C)CC(=O)Nc1nnc(SCC(=O)NCc2ccc3c(c2)OCO3)s1,-9%,0.4,1,2.6,2%,-5%,3%,-5%
O=C(CSc1nnnn1-c1ccccc1)Nc1nsc(-c2ccccc2)n1,1%,-2.1,·,-1.5,4%&-8%,-12%,8%,8%
CCc1ccc(NC(=O)CSc2nnc(-c3cccs3)n2CC)cc1,6%,-0.4,-4,-6.0,-6%,-23%,2%,-11%
Cc1nnc(NC(=O)CSc2ccccc2N)s1,1%,-1.4,-2,0.7,-22%,-6%,5%,-12%

# Next compounds follow.
SMILES,EPAC2 agonist,IL2 activator,PI5P4K alpha inh,CCT modulator,PLK1 PBD inh,EPAC1 antagonist,EPAC1 agonist,WRN inhibitor
O=C(CC(c1ccccc1)c1ccccc1)Nc1ccc2c(c1)OCCO2,12%,-1.7,-2,0.5,-1%,-11%,19%,-13%
COc1ccccc1NC(=O)CSc1ccc2nnc(-c3ccncc3)n2n1,1%,-4.0,-1,-2.6,3%,4%,-6%,-6%
COc1ccc(CCNC(=O)c2sc3cc(C)ccc3c2Cl)cc1,3%,-0.1,12,-2.8,-12%,-5%,5%,-2%
C=CCn1c(SCCNC(C)=O)nc2cc(-c3ccccc3)sc2c1=O,-1%,-1.4,-7,0.1,-10%,0%,4%,-4%
O=S(=O)(Nc1ccc(-c2nc3ccccc3o2)cc1)c1ccccc1,16%,-1.5,20,0.1,-5%,-4%,19%,-13%
O=[N+]([O-])c1cccc(-c2c[n+]3c(n2-c2ccccc2)SCC3)c1,2%,-3.1,-5,-1.7,-4%,13%,2%,-13%
Cc1cc(=O)oc2c(CN3CCN(C)CC3)c(O)c(Cl)cc12,8%,-0.2,8,-13,-4%,-8%,-2%,3%
COc1ccc(C2=NOC(C(=O)N3CCOCC3)C2)cc1OC (centres undefined),-1%,4.4,·,2.1,-2%,15%,-7%,-17%
O=C(COc1ccc2c(-c3ccccc3)cc(=O)oc2c1)NCc1ccccn1,8%,0.6,-1,2.2,-1%,-1%,9%,-4%
COc1ccc(F)cc1S(=O)(=O)N1CCCC(C)C1 (centres undefined),10%,0.6,·,-1.9,-10%,-8%,6%,-6%
CCOCCCNc1ncnc2c1[nH]c1ccccc12,-83%[15.6 µM],-1.0,1,1.6,-1%,4%,-18%,-11%
CN(C)c1ccc(/C=N\NC(=S)SCN2C(=O)C3CCC(C)(C2=O)C3(C)C)cc1 (centres undefined),2%,4.6,-15,-0.2,-4%,8%,8%,-3%
CCC(C)(C)NC(=O)C(C(C)C)N(CC1CCCO1)C(=O)CNS(=O)(=O)c1ccccc1 (centres undefined),5%,-2.4,-4,-3.9,0%,11%,-5%,-5%
COc1cc(NC(=O)C2CCCCC2)c(OC)cc1NC(=O)c1ccccc1,-2%,2.3,-7,-1.7,-1%,11%,6%,2%
Cn1nccc1C(=O)N/N=C/c1cccnc1,10%,0.2,-2,-4.9,-11%,4%,3%,7%
CC1=C(C(=O)OC(C)C)C(C2CC=CCC2)NC(=O)N1 (centres undefined),5%,0.4,·,0.8,-10%,6%,4%,-1%

# Source: PubChem BioAssay (National Center for Advancing Translational Sciences (NCATS))
